# Shn3 3UTR inh – inhibitors of Schnurri-3 3'UTR reporter in osteoblasts; Clone20 osteoblast Shn3 3'UTR firefly luciferase, 24 h; inhibition, % at 12.5 µM; hit rate 0.52% among 360,000; AID 588674;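 active = mean inhibition of at least 75% with every replicate also reaching 75%; inconclusive = mean inhibition at least 75% but some replicate below; inactive = mean inhibition below 75%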;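 also: 0% = median of neutral control wells and 100% = pilot-screen positive control compound; some compounds past the cut are filed as inactive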
# iPSC survival up – enhancers of human iPSC single-cell survival; hiPSC single-cell survival, ATPlite luminescence; 100% = ROCK inhibitor wells, 0% = DMSO; survival enhancement, % at 20 µM; hit rate 0.044% among 360,000; AID 602274; in the data active = survival enhancement above about 18%;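 also: cells exposed to compounds for 16 hours before the ATP read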
# Peg3 promoter – inhibitors of Peg3 promoter; HeLa PEG-Prom luciferase reporter, luminescence, overnight; inhibition, % at 20 µM; hit rate 1.7% among 360,000; AID 588405;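 active = inhibition of at least 50% at 20 µM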
# Cardio protect – myocardial damage modulation in H9c2 cells; H9c2 cardiomyocytes, H2O2 injury protection, ATPLite, 2 h; protection from H2O2 cell death, % at 20 µM; hit rate 0.63% among 360,000; AID 588492;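 active = compounds giving at least 50% protection of heart cells from peroxide-induced death in the single-dose screen, raw or plate-pattern-corrected value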;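 also: 0% = DMSO wells with peroxide and 100% = DMSO wells without peroxide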
# NR2E3 ag-1 – agonists of human nuclear receptor NR2E3; Q9Y5X4; GST-NR2E3/biotin-RetCOR TR-FRET, 1536-well; inhibition of corepressor binding, % at 4.78 µM; hit rate 0.12% among 320,000; AID 2300;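 active = percent inhibition above the cutoff of mean plus 3 SD of all tested compounds, set per screening campaign, cut at about 20% in these data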;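 also: 0% = DMSO wells and 100% = biotin wells as full block of FRET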
# Target sequence (Q9Y5X4 whole entry, looked up): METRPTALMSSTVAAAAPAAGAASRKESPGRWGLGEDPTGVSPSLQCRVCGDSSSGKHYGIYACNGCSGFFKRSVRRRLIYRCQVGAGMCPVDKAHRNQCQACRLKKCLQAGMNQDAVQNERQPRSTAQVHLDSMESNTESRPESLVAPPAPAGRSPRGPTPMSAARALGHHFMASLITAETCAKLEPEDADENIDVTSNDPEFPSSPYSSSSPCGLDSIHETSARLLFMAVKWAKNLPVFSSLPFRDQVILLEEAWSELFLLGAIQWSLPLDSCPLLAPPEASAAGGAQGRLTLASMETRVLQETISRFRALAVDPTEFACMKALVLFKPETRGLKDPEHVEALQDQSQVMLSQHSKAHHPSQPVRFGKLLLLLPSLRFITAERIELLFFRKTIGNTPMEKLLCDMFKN
#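 system = GST-tagged NR2E3 plus biotinylated RetCOR corepressor | input = 1.35 nM GST-NR2E3 | also added = 7 nM biotin-RetCOR | schedule = 5 h incubation at 4 °C | measured by = TR-FRET with europium anti-GST and streptavidin-D2, 340 nm excitation | read-out = percent loss of FRET ratio relative to control wells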
# PDI turbidity – PDI (human) enzyme inhibition | hit rate 0.052% among 350,000 | PDI insulin aggregation turbidity, A650, 90 min | inhibition, % at 10 µM | P07237;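 active = mean inhibition across replicates of 30% or more, whatever share of single replicates reach that level; inconclusive = mean inhibition below 30% while every single replicate reaches 30%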;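 also: absorbance from insulin aggregation driven by PDI reduction with DTT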
# m5-HT2A agonist – mouse HTR2A agonism via beta-arrestin recruitment | AID 624169 | CHO-K1 mHTR2A beta-arrestin complementation, luminescence; percent of 30 µM serotonin response | P35363 | activation, % at 7.6 µM | hit rate 0.66% among 360,000;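 active = activation above a run cutoff, the mean activation of all tested compounds plus 3 SD, cut at about 14% in these data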;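 also: 0% = plate median of compound wells and 100% = 30 µM serotonin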
# Target sequence (P35363 whole entry, looked up): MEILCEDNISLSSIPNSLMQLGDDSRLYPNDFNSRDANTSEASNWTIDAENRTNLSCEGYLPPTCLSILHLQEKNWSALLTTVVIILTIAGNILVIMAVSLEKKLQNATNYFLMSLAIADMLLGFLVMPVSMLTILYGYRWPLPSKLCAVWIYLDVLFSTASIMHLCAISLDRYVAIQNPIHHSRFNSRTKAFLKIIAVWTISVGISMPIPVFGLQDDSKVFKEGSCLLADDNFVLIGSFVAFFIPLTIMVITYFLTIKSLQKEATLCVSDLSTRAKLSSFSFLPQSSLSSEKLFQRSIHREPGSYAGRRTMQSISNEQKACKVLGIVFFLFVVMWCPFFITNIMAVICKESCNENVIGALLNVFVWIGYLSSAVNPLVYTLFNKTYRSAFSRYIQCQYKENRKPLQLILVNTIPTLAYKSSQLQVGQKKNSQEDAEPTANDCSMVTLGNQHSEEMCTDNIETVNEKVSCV
# NR2E3 ag-2 – activates human NR2E3 receptor. CHO-S Gal4-NCOR/VP16-NR2E3 two-hybrid, luciferase. inhibition of corepressor binding, % at 3.98 µM. hit rate 0.35% among 360,000. AID 602229;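 active = inhibition above the mean of all tested compounds plus 3 SD, cut at about 70% in these data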;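 also: 0% = DMSO with NR2E3 transfected cells and 100% = cells lacking NR2E3 construct; higher means lower luciferase signal from less NR2E3 corepressor binding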
# HIF-2a block – HIF-2a inhibition. 786-0 RCC cells HIF-2a reporter, luciferase luminescence, overnight. inhibition, % at 18.8 µM. hit rate 0.72% among 360,000. AID 624352;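 active = inhibition of the luminescence signal of 40% or more relative to plate controls, in a single-dose primary screen at 18.75 µM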
# MITF TRPM1 inh – MITF TRPM1 promoter inhibition in SK-MEL-5 cells. hit rate 0.83% among 330,000. inhibition, % at 12.5 µM. SK-MEL-5 TRPM1 promoter luciferase, 24 h;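 active = mean inhibition across replicates of 60% or more, whatever share of single replicates reaches that level; inconclusive = some that reach 60%, reason not given; inactive = mean inhibition across replicates below 60%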; also: values of inactives mirror those of a sister screen read the other way
# CaV13 ICDI inh – Disruptors of the CACNA1D IQ motif to Ca2+-dependent inactivation inhibitor domain association, primary screening, Förster resonance energy transfer in intact living …; AID 743397; HEK cells, CFP/YFP FRET ICDI-IQ, plate reader, 10 min; percent FRET-ratio fall versus neutral wells; inhibition, % at 12.3 µM; hit rate 0.098% among 340,000;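 active = mean replicate inhibition of at least 30% and at least 1% of replicates passing that level; inconclusive = only one of the two criteria is met; inactive = neither criterion is met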;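 also: 0% = median of the neutral control wells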
# * marks the source's active call; other numbers are inactive results; ? = inconclusive; nt = no result given.
No.	Molecule	Shn3 3UTR inh	iPSC survival up	Peg3 promoter	Cardio protect	NR2E3 ag-1	PDI turbidity	m5-HT2A agonist	NR2E3 ag-2	HIF-2a block	MITF TRPM1 inh	CaV13 ICDI inh
1	CC(=O)C1=C(O)C(=O)N(c2ccc(Br)cc2)C1c1cccc([N+](=O)[O-])c1 (stereo unspecified)	16	0.0	7	7	4	-3	0	-10	19	23	-2
2	Cc1cccc(C)c1OCC(O)Cn1ccnc1C (stereo unspecified)	2	1.9	5	-18	-1	9	1	4	21	nt	-7
3	COc1cc(/C=C2/OC(=O)c3cc([N+](=O)[O-])ccc32)cc(OC)c1OC	-7	-0.4	11	-6	4	0	5	-15	6	21	-5
4	O=C(Nc1cccc(Cl)c1N1CCOCC1)c1cccs1	13	0.1	-5	4	5	-5	3	-11	2	-6	-2
5	O=C(O)CN=C(NS(=O)(=O)c1ccc(Cl)cc1)c1ccc(F)cc1	-11	-0.9	8	-7	-2	-1	-1	-8	21	11	4
6	CCCCNC(=S)N1CCN(CC)CC1	-19	7.1	1	4	-1	1	0	13	18	-1	-3
7	Cc1cc(NC(=O)COC(=O)c2ccccc2NCCO)no1	-14	0.9	-35	6	nt	13	-2	-36	-81	2	-7
8	COc1ccc(Cl)cc1-n1c(=S)sc2c(=O)n(-c3ccc(F)cc3)c(SCC(=O)O)nc21	4	-0.7	-6	6	3	3	0	0	12	9	-17
9	COc1ccc(-c2nc(CS(=O)CC(=O)NCc3ccccc3)c(C)o2)cc1OC (stereo unspecified)	-21	-0.3	7	1	-1	-8	-5	-7	9	5	-6
10	Cc1ccc(C(=O)Nc2c(C)cc(-c3ccc(Cl)cc3)oc2=O)cc1	12	9.3	11	-15	2	-1	4	-1	10	16	nt
11	Cc1onc(-c2ccccc2)c1C(=O)Oc1ccccc1	6	-0.5	-18	-5	-2	0	-8	10	-5	nt	5
12	Cc1csc(NC(=O)C2CSC3(C)CCC(=O)N23)n1 (stereo unspecified)	13	0.8	19	5	3	2	4	13	12	6	-7
13	Cc1nc2c(OCC(=O)c3ccc(F)cc3)cccn2c1N(C)Cc1cccs1	-10	2.3	-113	-3	nt	-3	-4	-31	-68	nt	-7
14	COC(=O)c1cccnc1Oc1ccccc1	-11	-0.7	-1	0	5	-6	3	-23	13	-1	-15
15	COc1ccc(NC(=O)COc2ccc(C(=O)NCc3cccnc3)cc2OC)cc1	5	0.3	7	0	3	7	0	0	9	-2	-17
16	O=C1/C(=C\c2cccs2)Sc2ccc3ccccc3c21	-50	-3.0	-252	-28	1	-2	0	-115	-204	-15	-5
17	Cc1cccc(C)c1NC(=O)Nc1cccs1	-9	7.8	11	9	4	0	2	14	6	-4	nt
18	Cc1cc(-c2ccc([N+](=O)[O-])cc2)nc2ccccc12	-29	-0.5	-165	-20	3	2	-4	-58	-193	-7	10
19	CCc1ccccc1NC(=O)[C@@H]1CCC(=O)N1C1OC(=O)c2ccccc21 (stereo partly specified)	0	-0.2	8	5	-2	nt	2	-6	3	6	nt
20	Cc1ccc(N2CC(C(=O)Nc3nnc(SCC(N)=O)s3)CC2=O)cc1C (stereo unspecified)	-10	0.0	-6	1	0	9	9	-7	2	1	-3
21	CC(C)Cc1nc(N2CCN(C(=O)c3ccccc3)CC2)c(C#N)c2c1CCC2	2	-0.8	4	-15	2	4	4	-24	5	8	-5
22	COc1cccc(CC(=O)Nc2ccc(-c3csc(C)n3)cc2)c1	-23	-0.6	-49	-8	1	0	0	-11	-109	-41	-12
23	CS(=O)(=O)Nc1nc2ccccc2[nH]1	11	-0.4	12	0	5	-1	1	-18	11	-4	-4
24	CC1CCCCN1C(=O)CSc1nc2ncccc2[nH]1 (stereo unspecified)	-8	-0.3	-15	-1	-2	6	3	-9	-23	-4	-2
25	Cc1ccnc(NC(=O)c2cccc(NS(=O)(=O)c3ccccc3C)c2)c1	-6	0.1	-9	-11	nt	-5	-5	-19	-4	-20	0
26	O=C(NC1CCCCC1)C1CCCN(S(=O)(=O)c2ccc(Br)s2)C1 (stereo unspecified)	23	-1.4	16	-3	-1	-14	3	-10	26	9	8
27	COc1ccc(CNC(=O)c2nccnc2CO)cc1	6	0.1	-3	-4	nt	-8	2	-11	16	9	-16
28	CCCOC(=O)CC1C(=O)NCCN1Cc1cc(OC)cc(OC)c1 (stereo unspecified)	-15	0.7	13	-2	6	2	3	-30	11	6	-2
29	Cc1cc(OCC(=O)Nc2ccncc2)cc(C)c1Cl	48	0.1	6	-15	-3	1	-1	0	-20	5	-3
30	CCOc1cc(NC(=S)NCc2ccco2)c(OCC)cc1NC(C)=O	7	-0.6	10	4	0	-6	0	-3	-1	9	-9
31	COc1ccc(NC(=O)C(=O)NCCO)cc1Cl	4	-1.3	-14	3	-2	-6	4	19	-15	4	-5
32	O=C(Nc1ccc2nc(N3CCOCC3)sc2c1)c1cc2ccccc2o1	-15	0.4	25	68*	nt	-3	0	-75	-169	nt	-5
33	CN(C)S(=O)(=O)c1ccc(C(=O)N2CC(=O)Nc3ccc(F)cc3C2c2ccc(F)cc2)cc1 (stereo unspecified)	1	-0.2	9	2	0	4	-1	-31	16	-3	-6
34	Fc1ccccc1Nc1nc2ccccc2n2nnnc12	-67	-2.0	-236	47	5	-6	-3	-102	-240	-48	-6
35	O=C(NCCc1ccccc1)c1ccc(CS(=O)(=O)Cc2ccc(F)cc2)o1	-1	-0.4	2	4	-3	-6	-3	-13	-9	1	-8
36	C=CCN1C(=O)C(O)(CC(=O)c2ccc(-n3cccc3)cc2)c2ccccc21 (stereo unspecified)	-5	-0.2	9	-7	0	2	-3	4	-3	-11	nt
37	Cc1cc(N(CCO)CCO)nc(-n2nc(C)cc2C)n1	-5	2.1	4	8	-1	-3	-2	-6	6	8	nt
38	Nc1ccccc1CCc1ccccc1N	-29	-1.2	-19	-1	nt	-16	0	15	-15	nt	-10
39	CC(Sc1nccn1C)C(=O)c1ccc(Br)cc1 (stereo unspecified)	11	-0.5	-40	-3	3	9	6	-40	-27	-19	-7
40	O=C(Cn1cc(COc2ccc(Br)cc2[N+](=O)[O-])nn1)c1ccc(O)cc1	13	-1.0	5	4	nt	3	4	-15	3	5	-3
41	CC1CN(C(=O)CCC(=O)NC2CCN(Cc3ccccc3)CC2)c2ccccc2O1 (stereo unspecified)	8	-2.2	9	-10	-4	nt	2	-2	2	nt	30
42	CCOC(=O)c1cn(CC(=O)Nc2cccc(F)c2)nn1	3	-0.5	5	5	4	16	-4	-12	9	-44	-3
43	Cc1ccc(COc2ccccc2C(=S)N2CCCC2)cc1	9	1.4	-90	-2	1	0	-3	-35	-93	-18	-6
44	CC(Oc1ccccc1F)C(=O)NNC(=O)CCNC(=O)c1ccco1 (stereo unspecified)	-48	-0.5	2	-4	4	23	4	-15	7	6	-5
45	CC(C)Cn1cnc2c(SCc3ccccn3)nc(N)nc21	-24	-3.6	-12	-2	nt	19	-1	-26	-40	-9	-6
46	COc1cc(SC#N)ccc1N=Cc1c(C)[nH]n(-c2ccc(C)cc2C)c1=O	-10	-2.3	15	7	-6	8	0	-7	3	7	nt
47	CC(C)C(NC(=O)OCc1ccccc1)C(=O)N1CCOCCOCCOCC1 (stereo unspecified)	-2	-0.5	-1	1	4	-15	2	-23	10	3	-5
48	CC(=O)NC(CCc1ccc(Cl)c(Cl)c1)c1cccc(O)c(=O)c1 (stereo unspecified)	?	2.8	34	61*	nt	-3	-2	-14	17	nt	-5
49	COc1ccc(NS(=O)(=O)c2ccc(NC(C)=O)cc2)c(OC)c1	-6	2.8	26	0	-2	-1	2	-28	-5	8	-4
50	O=C(Nc1ccccc1N1CCCC1)C1CCN(C(=O)c2ccc(F)cc2)CC1	-3	-0.4	-1	-2	-3	-7	1	-1	4	2	-1
51	CCCCc1cc(=O)oc2cc(C)cc(OCC(=O)Nc3cccnc3)c12	-11	1.0	17	-5	-2	5	3	-19	0	1	-7
52	Cc1cc(C)n2nc(CC(=O)NCc3ccccc3Cl)nc2n1	4	0.8	-6	24	0	-21	1	12	3	10	-9
53	CCN(CC)S(=O)(=O)c1ccc(N2CCCC2)c(NC(=O)c2ccc(N3CCCC3=O)cc2)c1	-3	-0.3	4	-1	4	-5	-3	-14	13	-4	-2
54	CCCCCNS(=O)(=O)c1cc(C)ccc1OC	-25	6.2	11	6	4	-2	3	-6	30	4	-6
55	COCCCn1c(SCC(=O)Nc2ccc(NC(C)=O)cc2)nc2sc3c(c2c1=O)CCC3	8	0.4	6	0	0	1	11	6	1	-3	-3
56	O=c1nc2c(O)cccn2c2c1c(=O)[nH]c1ccccc12	-20	3.9	-4	9	nt	4	1	-6	0	1	-56

# Further records:
No.	Molecule	Shn3 3UTR inh	iPSC survival up	Peg3 promoter	Cardio protect	NR2E3 ag-1	PDI turbidity	m5-HT2A agonist	NR2E3 ag-2	HIF-2a block	MITF TRPM1 inh	CaV13 ICDI inh
57	O=C(Nc1cccc(Cl)c1)c1ccc(OC(=S)N2CCOCC2)cc1	-47	0.6	-334	-14	0	23	-5	-87	-272	-43	-16
58	Cn1cc(-c2csc(C(O)c3ccc(F)c(F)c3)n2)cn1 (stereo unspecified)	6	5.1	6	-5	nt	9	2	-3	4	nt	-5
59	O=C(CSCc1ccccc1)NNc1c(F)c(F)cc(F)c1F	12	-0.7	-15	0	0	-1	-1	-36	4	2	-18
60	COC(=O)/C(C#N)=C/c1c(N2CCCCCC2)nc2c(C)cccn2c1=O	-2	-0.6	24	10	nt	-10	-3	-25	22	11	-4
61	CC(=O)Nc1sc(C)c(C)c1C(=O)OCC(=O)NCc1ccc(Cl)cc1	-27	-0.3	2	5	-2	-3	-6	15	-21	-6	-5
62	O=C(CCn1c(=O)oc2ccccc21)Nc1cccc([N+](=O)[O-])c1	-5	-0.5	-10	13	0	-14	-2	-12	-17	-13	-6
63	Nc1ccccc1-c1nnc(SCC(=O)Nc2ccccc2OC(F)F)[nH]c1=O	4	-1.1	-2	0	nt	0	-2	-21	-13	19	-6
64	CCOc1ccc(NC(=O)NNC(=O)c2ccc3ccccc3c2O)cc1	-4	0.5	2	3	2	-6	-5	-30	4	-13	-4
65	CCOC(=O)N1CCN(C(=O)CSc2ccc3nnc(-c4ccccn4)n3n2)CC1	0	0.5	3	10	0	-4	2	-38	12	10	9

# Bioassay records as filed in PubChem.
